# BLM helicase inh: blocks DNA unwinding by human BLM helicase; recombinant BLM DNA unwinding, fluorescence dequenching; Potency, µM (top dose mostly 56.1 µM), for the others: at the highest dose activity change, negative = inhibition, hits mostly inhibitors; 350,000 tested, 0.2% active; AID 2528;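 further: plate controls were vehicle for no effect and no enzyme for full effect; nearly all actives have a fitted effect of over 35% in size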
# POLH inh: blocks human DNA polymerase eta activity; recombinant Pol eta, fluorescent DNA replication assay; Potency, µM (highest dose often 114 µM), for the others: top-dose activity change, negative = inhibition, usual class: inhibitors; AID 588591; 390,000 tested, 1.2% active; Q9Y253; further: on the % scale 0 is the no-effect control and ±100 the full control effect
#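 Fluorescent replication assay: 50 nM final substrate added after a 15 min room-temperature compound preincubation with 10 nM enzyme. Signal taken at 0 min and again at 10 min.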
# Anesthetic bind: binds horse apoferritin like a general anesthetic. Potency, µM (highest dose often 77.5 µM), for the others: at the top dose activity change, negative = displacement, hits mostly inhibitors. AID 485281. P02791. apoferritin/1-aminoanthracene competitive binding, fluorescence. 350,000 tested, 0.074% active; further: on the % scale 0 is the no-effect control and ±100 the full control effect; nearly all actives have a fitted effect of over 20% in size
#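 10 uM apoferritin + 50% sat. 1-AMA, PBS; cpd 10 min RT; Ex380/Em535 endpoint; normalized to free probe vs complex; 4-param Hill fit; propofol titration as pos. ctrl.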
# G9a inh: blocks human histone lysine methyltransferase G9a; G9a H3K9 monomethylation, AlphaScreen, 2 h; 350,000 tested, 8.8% active; Potency, µM (top dose mostly 102 µM), without a hit: at the highest dose activity, negative = inhibition, hits mostly inhibitors; Q96KQ7; further: on the % scale 0 is the no-effect control and ±100 the full control effect; nearly all actives have a fitted effect of over 75% in size
#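 Signal arises when biotinylated H3K9 peptide, once monomethylated, bridges streptavidin donor and antibody-captured acceptor beads. Enzyme at 20 nM was preincubated 15 min with test compounds; peptide 500 nM and SAM 20 uM then reacted for 2 h.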
# Pol kappa inh: inhibitors of human DNA polymerase kappa | Q9UBT6 | purified Pol kappa, fluorescent DNA synthesis assay, 10 min | Potency, µM (highest dose often 107 µM), for inactives: top-dose activity, negative = inhibition, usual class: inhibitors | 400,000 tested, 0.53% active | AID 588579; further: on the % scale 0 is the no-effect control and ±100 the full control effect
#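 Activity was followed as the change in fluorescence between reads at 0 and 10 min after starting the reaction with 50 nM substrate. Beforehand, 10 nM polymerase had been preincubated with compound for 15 min at room temperature.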
# APE1 inh: APE1 (human) endonuclease inhibition | Potency, µM (series often up to 65.8 µM), without a hit: at the top dose activity change, negative = inhibition, most hits filed as inhibitors | recombinant APE1, TAMRA/BHQ-2 abasic DNA cleavage fluorescence | 350,000 tested, 0.35% active;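 further: plate controls were vehicle for no effect and reference inhibitor for full effect; nearly all actives have a fitted effect of over 55% in size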
# Target sequence (P27695 whole entry, looked up): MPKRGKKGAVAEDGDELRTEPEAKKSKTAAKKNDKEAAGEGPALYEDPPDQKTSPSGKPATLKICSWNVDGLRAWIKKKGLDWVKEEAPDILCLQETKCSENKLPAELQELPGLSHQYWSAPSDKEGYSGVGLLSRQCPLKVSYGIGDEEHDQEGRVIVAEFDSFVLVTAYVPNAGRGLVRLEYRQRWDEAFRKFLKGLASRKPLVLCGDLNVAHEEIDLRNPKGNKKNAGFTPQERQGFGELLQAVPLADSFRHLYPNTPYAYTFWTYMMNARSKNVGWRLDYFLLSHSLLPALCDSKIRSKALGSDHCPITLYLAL
#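 Incision of a quenched TAMRA/BHQ-2 THF abasic-site duplex (50 nM) by 0.75 nM APE1, after 15 min compound preincubation, measured as fluorescence increase over three 60 s reads. Values normalized to buffer, DMSO and NSC13755 control wells.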
# Pol beta inh: inhibitors of human DNA polymerase beta. P06746. Pol beta primer extension/strand displacement, fluorescence kinetic. Potency, µM (highest dose often 114 µM), without a hit: at the highest dose activity change, negative = inhibition, usual class: inhibitors. 340,000 tested, 1.3% active; further: on the % scale 0 is the no-effect control and ±100 the full control effect
#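 Reaction started by 50 nM substrate onto compound-treated Pol beta (10 nM, 15 min preincubation, room temperature); plates read at 0 min and 10 min. Normalized concentration-effect data fitted by four-parameter Hill equation.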
# BAZ2B block: BAZ2B (human) inhibition. 360,000 tested, 4.4% active. AID 504333. AlphaScreen BAZ2B-H3K14Ac peptide displacement. Q9UIF8. Potency, µM (series often up to 114 µM), for the others: top-dose activity change, negative = inhibition, hits mostly inhibitors; further: on the % scale 0 is the no-effect control and ±100 the full control effect; nearly all actives have a fitted effect of over 60% in size
#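 Protein-peptide AlphaScreen: BAZ2B 50 nM, b-H3K14Ac 50 nM, 1x PBS pH 7.4 + 0.01% Tween-20. Preincubation 30 min RT; cpd 30 min RT (top 110 uM); beads 20 min RT, light-protected.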
# Pol iota inh: inhibitors of human DNA polymerase iota. Q9UNA4. Pol iota fluorescent replication assay, 10 min. Potency, µM (highest dose often 115 µM), inactives show top-dose activity, negative = inhibition, most hits filed as inhibitors. 390,000 tested, 1% active
# Target sequence (Q9UNA4 whole entry, looked up): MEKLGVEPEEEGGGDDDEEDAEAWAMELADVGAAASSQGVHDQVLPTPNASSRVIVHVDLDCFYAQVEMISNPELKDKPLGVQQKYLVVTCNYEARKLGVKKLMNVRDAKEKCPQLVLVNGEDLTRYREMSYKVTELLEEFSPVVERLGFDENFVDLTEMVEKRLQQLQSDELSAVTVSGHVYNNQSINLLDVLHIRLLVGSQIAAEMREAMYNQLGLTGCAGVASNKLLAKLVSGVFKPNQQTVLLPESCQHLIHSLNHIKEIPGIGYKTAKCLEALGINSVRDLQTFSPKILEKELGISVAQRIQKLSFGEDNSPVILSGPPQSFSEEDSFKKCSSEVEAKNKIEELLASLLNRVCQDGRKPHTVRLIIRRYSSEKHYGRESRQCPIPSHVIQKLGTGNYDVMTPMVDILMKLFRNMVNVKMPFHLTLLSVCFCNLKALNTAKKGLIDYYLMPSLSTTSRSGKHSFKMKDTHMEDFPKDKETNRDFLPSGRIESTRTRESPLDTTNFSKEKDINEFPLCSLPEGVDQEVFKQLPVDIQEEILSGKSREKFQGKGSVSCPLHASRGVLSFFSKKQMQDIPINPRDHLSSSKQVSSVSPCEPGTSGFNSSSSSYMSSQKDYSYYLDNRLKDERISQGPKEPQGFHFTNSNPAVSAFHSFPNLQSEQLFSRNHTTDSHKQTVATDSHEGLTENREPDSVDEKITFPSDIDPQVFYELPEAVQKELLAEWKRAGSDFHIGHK
#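 Pol iota at 10 nM preincubated 15 min with compounds at room temperature; reaction started with fluorescent substrate, 50 nM final. Fluorescence read kinetically at 0 and 10 min; buffer-only wells as negative control.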
# * = called active by the depositor; ? = inconclusive; nt = no result given; [ ] = another dose, or the depositor's remark. The call rests on the fitted dose curve; in most records, active means well fitted curve in the direction sought with a large enough effect; inconclusive means small, poorly fitted or top-dose-only effect, or another doubt; inactive means no such curve, though single readings can be large; an effect the other way counts as inactive or inconclusive. Potency means the concentration at half of the fitted maximal effect. This is a subset. The share of hits here may be higher or lower than overall.
no.	structure	BLM helicase inh	POLH inh	Anesthetic bind	G9a inh	Pol kappa inh	APE1 inh	Pol beta inh	BAZ2B block	Pol iota inh
1	Cc1ccc(NC(=O)Nc2cccs2)c(C)c1	-4%	-14%	-14%	?	2%	nt	8%	-32%	10%
2	CCOC(=O)c1cc(-c2ccc(F)cc2)n(CCC(=O)NCc2ccc(C)cc2)c1C	-3%	-5%	9%	-35%[59 µM]	-8%[60.1 µM]	nt	2%	-15%	-10%
3	O=C(c1ccc(Cl)cc1)c1ccc(CN2C(=O)c3ccccc3C2=O)o1	-7%	1%	?	0%	-1%	-4%	3%	-4%	1%
4	Fc1ccccc1N1CCN(c2nccn3nc(-c4ccc(Br)cc4)cc23)CC1	-2%	-14%	-8%	-4%[59 µM]	-20%	nt	-11%	-19%	?
5	Cc1ccccc1C(=O)c1cccn1CC(=O)NCCCc1ccccc1	-5%	-7%	?	21%	-6%	-14%	24%	-15%	-15%
6	COc1cc(C2C(C(=O)Nc3ccc(C)cc3C)=C(C)Nc3nc(SCc4ccccc4)nn32)cc(OC)c1OC (stereo unspecified)	-10%	-5%	0%	?	-21%	nt	-2%	3%	15%
7	COc1ccc(C)cc1NC(=O)c1nnn(Cc2cccc(C(F)(F)F)c2)c1N	-1%	-20%	-12%	6%[59 µM]	-4%	5%	4%	7%	97%[activator]
8	Cc1cc(S(=O)(=O)Nc2ccc(O)c(Sc3nc4ccccc4s3)c2)ccc1Cl	-15%	-11%	-22%	-49%[59 µM]	-8%	nt	5%	?	-6%
9	Cc1ccc(OCCCn2ccnc2)c(Br)c1	1%	5%	?	14µM*	-8%	-17%	-1%	56µM*	10%
10	O=[N+]([O-])c1cccc(S(=O)(=O)Nc2ccc(-c3ccc(N4CCOCC4)nn3)cc2)c1	nt	-10%	nt	45µM*	3%	38%	nt	-6%	-4%
11	O=C(Cc1cccc2ccccc12)Nc1ccccc1Br	-3%	-7%	-18%	23%	-11%	-7%	-2%	7%	12%
12	Cc1ccc(S(=O)(=O)NC(=NC(C)C)c2ccccc2)cc1	-4%	-19%	-7%	15%[0.501 µM]	-12%	11%	44%	10%	37%[activator]
13	CCOC(=O)Cn1cnc2c(sc3nc(C)cc(C)c32)c1=O	-3%	-18%	7%	6%[59 µM]	-8%	2%	14%	-1%	16%
14	CCc1sc(NC(=O)CN2CCC(C(N)=O)CC2)nc1-c1ccccc1	-2%	-14%	-4%	-12%	2%	18%	6%	-7%	29%
15	Cc1ccc(-c2noc(-c3nnn(CC(=O)Nc4cccc(C(F)(F)F)c4)c3N)n2)cc1	-11%	nt	-5%	?	3%	nt	?	-30%	25%
16	Nc1nc(SCC(=O)NC2CCCCC2)n[nH]1	-2%	-11%	-21%	nt	-21%	-2%	27%	0%	16%
17	Cc1ccc(/C=C2/SC(=S)N(CCCC(=O)Nc3cc([N+](=O)[O-])ccc3O)C2=O)cc1	-8%	-5%	-3%	6%[12.7 µM]	-10%	2%	21%	-8%	20%
18	CC1C/C(=N/N2C(=O)CSC2=S)CC(C)(C)C1 (stereo unspecified)	-1%	-13%	-21%	?	-18%	-9%	1%	-4%	?
19	CCCc1cc(C(=O)Nc2ccc(C(=O)c3ccccc3)cc2)n(C)n1	-11%	-19%	?	23%	-6%	12%	2%	4%	-7%
20	O=C(c1ccc(NS(=O)(=O)c2cccc3cccnc23)cc1)N1CCCCC1	1%	-4%	-20%	?	11%	1%	0%	-19%	28%
21	Cc1ccc(OCC(=O)NC2CCS(=O)(=O)C2)c([N+](=O)[O-])n1 (stereo unspecified)	nt	-16%	nt	-1%	-4%	4%	nt	12%	44%[activator]
22	CN1C(=O)/C(=C\c2ccccc2OCc2ccccc2)SC1=S	-2%	-16%	10%	-11%	-5%[60.1 µM]	-9%	8%	-6%	25%
23	Cc1ccccc1Nc1nc(N)nc(CSc2nc3ccccc3c(=O)n2C)n1	-1%	-14%	5%	-5%[12.7 µM]	-15%	-1%	1%	-32%	16%
24	Cc1ccc(NS(=O)(=O)c2cc([N+](=O)[O-])ccc2N/N=C/c2sc(N3CCOCC3)nc2-c2ccccc2)c(C)c1	-3%	-19%	-9%	?	2%	1%	-8%	-18%	20%
25	COc1ccc(C(C)=O)cc1COC(=O)CCNS(=O)(=O)c1ccc(C)c(C)c1	nt	-11%	nt	8%[0.501 µM]	-11%	-3%	nt	12%	14%
26	O=C(CSc1ncccc1C(=O)O)c1ccc2ccccc2c1	-5%	-18%	-23%	8%[0.0925 µM]	-7%	0%	-1%	?	30%
27	CN(C)c1ccc(/C=C/C(=O)c2cccnc2)cc1	-5%	-3%	-4%	11%	-15%	-3%	-29%	5%	-22%
28	Cc1cccc2cc(C#N)c(NCCCn3ccnc3)nc12	-5%	-19%	52%[activator]	1%	-9%	-3%	?	-2%	16%
29	NNC(=O)CNC(c1ccccc1)c1cc(Br)ccc1N (stereo unspecified)	-3%	-8%	-8%	25%	-4%	-11%	12%	-27%	50%[activator]
30	COc1ccc(S(=O)(=O)O/N=C2\CCCc3ccccc32)cc1	-4%	-16%	-7%	13%[12.7 µM]	8%	-2%	-6%	?	5%
31	CCc1ccccc1NC(=O)Nc1cccc(F)c1	-4%	-5%	-13%	-4%	-8%	-2%	17%	-1%	-4%
32	COc1cc(CNC2CCCCCCC2)ccc1OCC(N)=O	-3%	6%	-4%	-10%	-24%	25%	2%	-2%	6%
33	COCCn1c(=NC(=O)CCS(=O)(=O)c2ccccc2)sc2cc(F)ccc21	0%	-10%	-19%	12%[59 µM]	0%	21%	-27%	-31%	4%
34	O=C(CC(O)CCc1ccccc1)c1ccc(O)cc1 (stereo unspecified)	nt	-19%	nt	nt	-13%	7%	nt	nt	33%[activator]
35	COC(=O)Nc1nn(-c2ccc(Cl)cc2)c(=O)c(C#N)c1C	-4%	0%	1%	2%[12.7 µM]	-15%	3%	37%	-1%	53%[activator]
36	CCCCn1c(C)nc2cc(S(=O)(=O)N3CCOCC3)ccc21	nt	-10%	nt	9%[12.7 µM]	0%	-2%	nt	-1%	-2%
37	COc1cc(C(C(=O)NC2CCCCC2)N(Cc2cccs2)C(=O)Cc2c[nH]c3ccccc23)cc(OC)c1OC (stereo unspecified)	-6%	-2%	-14%	11%	8%	-1%	-1%	-2%	16%
38	O=c1c2[nH]c3ccccc3c2nc2n1CCCS2	-3%	1%	-7%	?	-6%	-9%	-19%	-1%	36%[activator]
39	Cc1cccc(C(=O)N2CCc3cc(-c4nc(NC(=O)Cn5nnc6ccccc6c5=O)sc4C)ccc32)c1	-3%	nt	5%	-19%[59 µM]	nt	14%	-1%	-12%	nt
40	O=C(Nc1cccc(S(=O)(=O)NC2=NCCCCC2)c1)C1COc2ccccc2O1 (stereo unspecified)	-14%	?	-8%	50µM*	-24%	?	13µM*	56µM*	?
41	Oc1cncc(Cc2ccccc2)c1	-3%	-14%	?	-4%	6%	26%	36%	12%	63%[activator]
42	O=C(/C=C/c1ccc(S(=O)(=O)N2CCOCC2)cc1)N1CCN(c2ccc(F)cc2)CC1	-5%	-3%	-2%	?	-21%	-1%	17%	-23%	3%
43	COC(=O)Nc1nc2c(s1)CCCC2	1%	-7%	-6%	21%[59 µM]	-8%	17%	7%	-1%	20%
44	O=C(Nc1ccccc1)Nc1ccc(C(=O)N2CCCC2)cc1	-4%	-2%	-10%	-3%	-16%	4%	24%	-18%	-27%
45	CNC(=S)Nc1cccc([N+](=O)[O-])c1	3%	8%	-7%	?	-5%	0%	2%	-19%	18%
46	CCOC(=O)CN=C(NS(=O)(=O)c1ccc(Cl)cc1)c1ccccc1	-3%	-8%	-9%	16%	-6%	10%	6%	4%	38%[activator]
47	CCCOc1cccc(C2C(C(=O)c3cccs3)=C(O)C(=O)N2CCN2CCOCC2)c1 (stereo unspecified)	5%	-2%	0%	79µM*	-4%	-5%	33%	?	9%
48	CC(=O)NC1=NC(=O)/C(=C/c2cc(C)n(-c3ccc(NC(C)=O)cc3)c2C)S1	-14%	-3%	-16%	?	-18%	-2%	10%	?	-8%
49	COc1ccc(OC)c(NC(=O)Cn2cccc2)c1	0%	8%	-10%	?	0%	-1%	-5%	?	19%
50	CCCCN(C)C(=O)Cn1c(SCC(=O)Nc2ccc(C)c(C)c2)nc2ccccc21	-5%	-14%	49%[activator]	15%[59 µM]	-6%[60.1 µM]	nt	23%	-19%	0%
51	O=C(CSc1nccc(=O)[nH]1)Nc1cccc2ccccc12	-2%	-14%	-8%	7%	10%	0%	87%	-15%	58%[activator]
52	CCCCn1c(SCC(=O)NNC(=O)c2ccco2)nnc1-c1ccco1	-5%	-15%	-6%	-24%	3%	-2%	2%	-1%	50%[activator]
53	CSCCC(NS(=O)(=O)c1ccc2c(c1)oc(=O)n2C)C(=O)NCc1ccc(C)cc1 (stereo unspecified)	-4%	-3%	-2%	-2%	-10%	1%	2%	1%	-8%
54	CN(CC(=O)Nc1ccccc1Cl)C(=O)CSc1nnc(-c2ccco2)o1	-2%	-13%	-6%	?	-10%	33%[activator]	-2%	1%	36%[activator]
55	CCN(CC)CCCNC(=O)Cn1nc([N+](=O)[O-])c(Cl)c1C	-1%	-12%	-6%	8%	11%	2%	32%	0%	21%
56	Cc1ccc(C(=O)NNC(=O)c2cc(C)nc3ccccc23)cc1	nt	-17%	nt	?	-13%	4%	nt	5%	-2%
57	Cc1ccc(NC(=O)c2ccc(F)cc2F)cc1NS(C)(=O)=O	-2%	-6%	-4%	6%	7%	-1%	-6%	-2%	39%[activator]

# Given field by field: entries from further up
44. O=C(Nc1ccccc1)Nc1ccc(C(=O)N2CCCC2)cc1
  BLM helicase inh: -4% | POLH inh: -2% | Anesthetic bind: -10% | G9a inh: -3% | Pol kappa inh: -16% | APE1 inh: 4% | Pol beta inh: 24% | BAZ2B block: -18% | Pol iota inh: -27%
45. CNC(=S)Nc1cccc([N+](=O)[O-])c1
  BLM helicase inh: 3% | POLH inh: 8% | Anesthetic bind: -7% | G9a inh: ? | Pol kappa inh: -5% | APE1 inh: 0% | Pol beta inh: 2% | BAZ2B block: -19% | Pol iota inh: 18%
46. CCOC(=O)CN=C(NS(=O)(=O)c1ccc(Cl)cc1)c1ccccc1
  BLM helicase inh: -3% | POLH inh: -8% | Anesthetic bind: -9% | G9a inh: 16% | Pol kappa inh: -6% | APE1 inh: 10% | Pol beta inh: 6% | BAZ2B block: 4% | Pol iota inh: 38%[activator]
